SDO1 yeast rescue – restores growth of sdo1-depleted yeast; S. cerevisiae sdo1-depleted JHY4D growth rescue, OD600 30 h; stronger effect = higher value; pdr5 snq2 efflux-pump mutant strain; z-score at 10 µM; actives 0.21% (n = 140,000);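 active = z-score above 3 at both the 24 hr and the 30 hr optical density reads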;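 note: z-score against mean and SD of all compound wells on the same plate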
Insulin prom inh – TRM-6 insulin promoter activity inhibition; AID 1273; actives 0.9% (n = 130,000); inhibition, % at 2 µM; TRM-6 cells (human fetal islet line), insulin promoter-eGFP reporter, imaging; reporter expression induced with tamoxifen;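 active = inhibition above the mean plus 3 SD, with well images judged a real hit on visual review, cut at about 60% in these data, passing the limit was not always enough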
SDO1 yeast rescue Rescue 24 h – also measured in SDO1 yeast rescue; calls as there; z-score; S. cerevisiae sdo1-depleted JHY4D growth rescue, OD600; measured here: growth rescue at 24 h;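 0 is the plate mean of compound wells and units are plate SD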
Numbers without * were called inactive.

COc1cc2c(cc1OC)-c1cc(OCc3cccnc3)nc(=O)n1CC2 was read as SDO1 yeast rescue 1.2, Insulin prom inh 28 and SDO1 yeast rescue Rescue 24 h -0.06.
Nc1nnc(-c2ccc(F)cc2)s1 was read as SDO1 yeast rescue -0.15, Insulin prom inh 8 and SDO1 yeast rescue Rescue 24 h -0.05.
C/C(=N\NC(=O)c1ccccc1)c1ccccc1Br was read as SDO1 yeast rescue 0.35, Insulin prom inh 29 and SDO1 yeast rescue Rescue 24 h 0.4.
For COC(=O)CSc1nnc(CNc2ccc(OC)cc2)n1C the results were SDO1 yeast rescue 0.47 and SDO1 yeast rescue Rescue 24 h 0.35.
CCN(CC)S(=O)(=O)c1ccc(S(=O)(=O)Nc2ccc(C(=O)N3CCCC3)cc2)cc1 was read as SDO1 yeast rescue 0.23, Insulin prom inh -18 and SDO1 yeast rescue Rescue 24 h 0.28.
For COc1ccc(-c2csc(NC(=O)COC(=O)c3ccc(Br)o3)n2)cc1 the results were SDO1 yeast rescue 1.6, Insulin prom inh 17 and SDO1 yeast rescue Rescue 24 h 1.5.
`CN(C)c1ccc(C(=O)NCC2CCCO2)cc1` (stereo unspecified) gave SDO1 yeast rescue 0.82, Insulin prom inh -31 and SDO1 yeast rescue Rescue 24 h 0.9.
For CCCCC(=O)Nc1ccc(NC(=O)C(C)C)cn1 the results were SDO1 yeast rescue 0.46 and SDO1 yeast rescue Rescue 24 h -0.04.
Screening COc1ccc(Nc2nc(-c3ccccc3)cs2)cc1 returned SDO1 yeast rescue -1.3, Insulin prom inh -89 and SDO1 yeast rescue Rescue 24 h -1.1.
`Cc1cc(C)nc(NS(=O)(=O)c2ccc(N/C=C\C(=O)c3ccc(Cl)cc3)cc2)n1` gave SDO1 yeast rescue 0.4, Insulin prom inh 70* and SDO1 yeast rescue Rescue 24 h 1.5.
`CC1(C)Cc2ccccc2C(/C(C#N)=N/O)=N1` gave Insulin prom inh 14.
`Cc1cc(C)cc(N2C(=O)N(c3ccccc3C)C3CS(=O)(=O)CC32)c1` (stereo unspecified) gave SDO1 yeast rescue 0.22 and SDO1 yeast rescue Rescue 24 h 0.07.
Screening COC(=O)C1=C(COc2ccc(C=O)cc2OC)NC(=O)NC1c1cc(C)ccc1C (stereo unspecified) returned SDO1 yeast rescue -0.77, Insulin prom inh 47 and SDO1 yeast rescue Rescue 24 h -1.6.
For COc1ccc(CNC(=O)CN(Cc2ccc(Cl)cc2)S(C)(=O)=O)cc1 the results were SDO1 yeast rescue 0.42, Insulin prom inh -21 and SDO1 yeast rescue Rescue 24 h 0.54.
For CCOc1ccc(Nc2oc(-c3ccccc3Cl)nc2C#N)cc1 the results were SDO1 yeast rescue -1.8, Insulin prom inh 29 and SDO1 yeast rescue Rescue 24 h -0.81.
Cc1ccsc1/C=C(\C(=O)c1ccc(OC(C)C)cc1)c1nc2ccccc2o1 was read as SDO1 yeast rescue -0.03, Insulin prom inh -21 and SDO1 yeast rescue Rescue 24 h 0.16.
For O=C(O)Cn1c(CC(=O)N2CCCC2)nc2ccccc21 the results were SDO1 yeast rescue 1.4 and SDO1 yeast rescue Rescue 24 h 1.8.
For CCS(=O)(=O)NCC(c1cccnc1)N1CCN(c2ccccc2F)CC1 (stereo unspecified) the results were SDO1 yeast rescue -0.34, Insulin prom inh -21 and SDO1 yeast rescue Rescue 24 h -1.3.
`COc1ccccc1-n1c(SCC(=O)NC(C)(C)C)nc(O)c(Cc2ccccc2)c1=O` gave SDO1 yeast rescue 1.4, Insulin prom inh -66 and SDO1 yeast rescue Rescue 24 h 0.37.
Screening CN(C)c1ccc(/C=N/NC(=S)NCc2ccccc2)cc1 returned SDO1 yeast rescue -1, Insulin prom inh 17 and SDO1 yeast rescue Rescue 24 h -0.44.
`Cn1c(=O)[nH]c(=O)c2c1nc(CN1CCN(c3ccc(F)cc3)CC1)n2CCCc1ccccc1` gave SDO1 yeast rescue -1.1, Insulin prom inh -6 and SDO1 yeast rescue Rescue 24 h 0.06.
For CCOc1ccc(N(CC(=O)NCCCOC)S(C)(=O)=O)cc1 the results were SDO1 yeast rescue 0.86, Insulin prom inh -14 and SDO1 yeast rescue Rescue 24 h 1.
`O=C1OCCC1Sc1nnc(-c2ccc3c(c2)OCO3)n1-c1ccccc1` (stereo unspecified) gave SDO1 yeast rescue 0.12, Insulin prom inh -58 and SDO1 yeast rescue Rescue 24 h -0.27.
For O=C(Cc1cccs1)N1CCCC(c2nc(-c3ccc(S(=O)(=O)N4CCCC4)cc3)no2)C1 (stereo unspecified) the results were SDO1 yeast rescue -1.1 and SDO1 yeast rescue Rescue 24 h -1.3.
CN1C(C(=O)Nc2ccccn2)=C(O)c2sccc2S1(=O)=O was read as SDO1 yeast rescue 0.18, Insulin prom inh 45 and SDO1 yeast rescue Rescue 24 h 0.98.
`COC(=O)CCC(=O)Nc1ccc(S(=O)(=O)N2CCCCCC2)cc1` gave SDO1 yeast rescue 0.65, Insulin prom inh 23 and SDO1 yeast rescue Rescue 24 h 1.8.
Cc1cc(C)c2[nH]c(=O)c(C(c3nnnn3CC3CCCO3)N3CCC(C)CC3)cc2c1 (stereo unspecified) was read as SDO1 yeast rescue -0.68 and SDO1 yeast rescue Rescue 24 h -0.4.
`Cc1c(NC(=S)NC(=O)COc2ccccc2)c(=O)n(-c2ccccc2)n1C` gave SDO1 yeast rescue 1.2, Insulin prom inh 32 and SDO1 yeast rescue Rescue 24 h 0.37.
For COCCNC(=O)c1ccc(N(C)S(=O)(=O)c2ccc(OC)c(OC)c2)cc1 the results were SDO1 yeast rescue 0.92, Insulin prom inh -193 and SDO1 yeast rescue Rescue 24 h -0.03.
Screening CCNC(=O)Nc1cc2nc(C)n(Cc3ccc(Br)cc3)c2nc1C returned SDO1 yeast rescue 0.48, Insulin prom inh 0 and SDO1 yeast rescue Rescue 24 h 0.6.
Screening Cc1cc(=O)oc2ccc(OC(=O)CN3C(=O)c4cccc([N+](=O)[O-])c4C3=O)cc12 returned SDO1 yeast rescue 2.2, Insulin prom inh -12 and SDO1 yeast rescue Rescue 24 h 1.4.
Cc1ccc(NC(=O)Nc2cnccn2)cc1Cl was read as Insulin prom inh 20.
For CC(CC1C(C#N)=C(N)SC(N)=C1C#N)c1ccccc1 (stereo unspecified) the results were SDO1 yeast rescue 0.85, Insulin prom inh 24 and SDO1 yeast rescue Rescue 24 h 0.55.
Screening O=C(CCc1ccccc1)NNC(=O)c1cccc(F)c1 returned Insulin prom inh 4.
O=c1oc2ccccc2c(Nc2ccc3ncccc3c2)c1[N+](=O)[O-] was read as SDO1 yeast rescue -0.61, Insulin prom inh 23 and SDO1 yeast rescue Rescue 24 h -0.92.
Screening COc1ccc(C(C(=O)Nc2ccc(F)cc2)N(C(=O)Cn2nnc3ccccc32)C2CC2)cc1 (stereo unspecified) returned SDO1 yeast rescue 1.5, Insulin prom inh -88 and SDO1 yeast rescue Rescue 24 h 2.4.
`COc1ccc(C(=O)OCC(=O)Nc2cc(C)c(C)cc2[N+](=O)[O-])cc1` gave SDO1 yeast rescue 2.3, Insulin prom inh -33 and SDO1 yeast rescue Rescue 24 h 4.3.
For Cc1ccc(Cl)cc1N1CCN(Cc2nc3c(c(=O)[nH]c(=O)n3C)n2CCc2ccccc2)CC1 the results were SDO1 yeast rescue -0.01, Insulin prom inh -10 and SDO1 yeast rescue Rescue 24 h 2.5.
`Cc1[nH]c2ccccc2c1/C=N/Nc1ccccn1` gave Insulin prom inh -28.
Screening CCOc1cccc(N2C(=O)CC(N(CCc3ccc(OC)c(OC)c3)C(=O)CC)C2=O)c1 (stereo unspecified) returned SDO1 yeast rescue 1.1, Insulin prom inh 23 and SDO1 yeast rescue Rescue 24 h 1.2.
O=C(Nc1ccc(NC(=O)C2CC2)nc1)c1ccccn1 was read as SDO1 yeast rescue 1.1 and SDO1 yeast rescue Rescue 24 h 0.72.
CCC(=O)N1CCCc2cc(S(=O)(=O)N3CCN(c4ccccn4)CC3)ccc21 was read as SDO1 yeast rescue -1.2 and SDO1 yeast rescue Rescue 24 h -1.1.
`Cc1ccc(-n2c(-c3ccco3)nc3nc4ccccc4nc32)cc1F` gave SDO1 yeast rescue -0.03 and SDO1 yeast rescue Rescue 24 h 0.91.
Screening COC(=O)Cn1c(=NC(=O)c2nc3ccccc3s2)sc2cc(S(C)(=O)=O)ccc21 returned SDO1 yeast rescue -0.34 and SDO1 yeast rescue Rescue 24 h 1.5.
Screening Cc1cc(C)n(-c2c(F)c(F)c(CN3CCCCC3)c(F)c2F)n1 returned SDO1 yeast rescue -0.17, Insulin prom inh -52 and SDO1 yeast rescue Rescue 24 h -1.
`CCOc1ccc(C2C3=C(CCCC3=O)Nc3nc(C(F)(F)F)nn32)cc1OC` (stereo unspecified) gave SDO1 yeast rescue 1.9, Insulin prom inh 43 and SDO1 yeast rescue Rescue 24 h 2.3.
Screening O=C(/C=C/c1ccc(Cl)cc1Cl)N1CCN(c2ccc([N+](=O)[O-])c(N3CCOCC3)c2)CC1 returned SDO1 yeast rescue 1.2, Insulin prom inh 13 and SDO1 yeast rescue Rescue 24 h 1.
`CS(=O)(=O)c1ccc2nc(NC(=O)CN3CCCCCC3)sc2c1` gave SDO1 yeast rescue 0.79, Insulin prom inh 55 and SDO1 yeast rescue Rescue 24 h -0.06.
For CC(NC(=O)c1cccc(C(F)(F)F)c1)C(c1ccccc1)N1CCOCC1 (stereo unspecified) the results were Insulin prom inh -60.
Screening COc1ccc(C(CC(=O)NCc2ccccc2)Sc2n[nH]c(-c3ccc(Cl)cc3)n2)cc1 (stereo unspecified) returned SDO1 yeast rescue 0.62, Insulin prom inh -15 and SDO1 yeast rescue Rescue 24 h 0.39.
`Cc1ccc2c(c1)NC(=O)C(CC(=O)NCCN(CC(C)C)CC(C)C)O2` (stereo unspecified) gave SDO1 yeast rescue 1.2 and SDO1 yeast rescue Rescue 24 h 1.
`Cc1ccc(C(=O)OCC(=O)Nc2ncc(C(F)(F)F)cc2Cl)cc1NC(=O)c1ccco1` gave SDO1 yeast rescue 0.86, Insulin prom inh -8 and SDO1 yeast rescue Rescue 24 h 0.66.
Cc1sc2ncnc(Oc3ccc(-n4ccnc4)cc3)c2c1C was read as SDO1 yeast rescue -2.5, Insulin prom inh 26 and SDO1 yeast rescue Rescue 24 h -1.3.
`Cc1cc2c(c(=O)n1Cc1cccnc1)C(c1ccc(F)cc1)C(C#N)=C(N)O2` (stereo unspecified) gave SDO1 yeast rescue 0.9, Insulin prom inh -8 and SDO1 yeast rescue Rescue 24 h 0.76.
Screening O=c1c2cc(F)ccc2[nH]c(=S)n1CCCN1CCOCC1 returned SDO1 yeast rescue 0.28, Insulin prom inh -29 and SDO1 yeast rescue Rescue 24 h 0.01.
Screening Cc1cc(NCCO)nc(N2CCOCC2)n1 returned SDO1 yeast rescue 0.8, Insulin prom inh 21 and SDO1 yeast rescue Rescue 24 h 2.6.
CC(C)c1ccc(/C=C/C2=NNC(=O)CC2)cc1 was read as Insulin prom inh 2.
For CCc1c(C)[nH]c2ccccc2c1=O the results were SDO1 yeast rescue 1.1 and SDO1 yeast rescue Rescue 24 h 1.2.
Screening O=C(CCCNC(=O)/C(=C/c1ccc(Br)cc1)NC(=O)c1ccccc1)OCc1ccccc1 returned SDO1 yeast rescue -1 and SDO1 yeast rescue Rescue 24 h -0.65.
For COc1ccc(S(=O)(=O)N2CCC(C(N)=O)(N3CCCCC3)CC2)cc1 the results were SDO1 yeast rescue -0.86 and SDO1 yeast rescue Rescue 24 h -0.84.

3 compounds from above, sorted by heavy-atom count, largest number first.
`Cc1ccc(C(=O)OCC(=O)Nc2ncc(C(F)(F)F)cc2Cl)cc1NC(=O)c1ccco1` gave SDO1 yeast rescue 0.86, Insulin prom inh -8 and SDO1 yeast rescue Rescue 24 h 0.66.
`CS(=O)(=O)c1ccc2nc(NC(=O)CN3CCCCCC3)sc2c1` gave SDO1 yeast rescue 0.79, Insulin prom inh 55 and SDO1 yeast rescue Rescue 24 h -0.06.
Screening O=c1c2cc(F)ccc2[nH]c(=S)n1CCCN1CCOCC1 returned SDO1 yeast rescue 0.28, Insulin prom inh -29 and SDO1 yeast rescue Rescue 24 h 0.01.

Returning to the listing, repeating the six entries before the break.
Screening O=c1c2cc(F)ccc2[nH]c(=S)n1CCCN1CCOCC1 returned SDO1 yeast rescue 0.28, Insulin prom inh -29 and SDO1 yeast rescue Rescue 24 h 0.01.
Screening Cc1cc(NCCO)nc(N2CCOCC2)n1 returned SDO1 yeast rescue 0.8, Insulin prom inh 21 and SDO1 yeast rescue Rescue 24 h 2.6.
CC(C)c1ccc(/C=C/C2=NNC(=O)CC2)cc1 was read as Insulin prom inh 2.
For CCc1c(C)[nH]c2ccccc2c1=O the results were SDO1 yeast rescue 1.1 and SDO1 yeast rescue Rescue 24 h 1.2.
Screening O=C(CCCNC(=O)/C(=C/c1ccc(Br)cc1)NC(=O)c1ccccc1)OCc1ccccc1 returned SDO1 yeast rescue -1 and SDO1 yeast rescue Rescue 24 h -0.65.
For COc1ccc(S(=O)(=O)N2CCC(C(N)=O)(N3CCCCC3)CC2)cc1 the results were SDO1 yeast rescue -0.86 and SDO1 yeast rescue Rescue 24 h -0.84.
`Cc1oc(C(=O)O)cc1CSCc1ccoc1C(=O)O` gave SDO1 yeast rescue 1.6, Insulin prom inh -27 and SDO1 yeast rescue Rescue 24 h 0.74.
For COc1cccc(-n2ccnc2SCC(=O)N2CCCc3ccccc32)c1 the results were SDO1 yeast rescue -0.69 and SDO1 yeast rescue Rescue 24 h -1.2.
Screening CCOC(=O)N1CCN(C(=O)CSc2nnc(C3COc4ccccc4O3)o2)CC1 (stereo unspecified) returned SDO1 yeast rescue -0.21 and SDO1 yeast rescue Rescue 24 h -0.33.
Screening CC(=O)/C(N)=N/Nc1cccc(Cl)c1 returned SDO1 yeast rescue -1.1, Insulin prom inh -22 and SDO1 yeast rescue Rescue 24 h 0.29.
`CC1C(c2ccccc2)N(C)CCC12NC(=O)NC2=O` (stereo unspecified) gave SDO1 yeast rescue -0.44, Insulin prom inh 54 and SDO1 yeast rescue Rescue 24 h -1.1.

A portion of the library. The share of hits here may be higher or lower than overall.
